mcGAS inh: cyclic GMP-AMP synthase inhibitors, mouse, primary biochemical chemiluminescence; AID 1259399, 2018; actives 0.15% (n = 160,000); inhibition, % at 12.5 µM; recombinant cGAS, Kinase-Glo ATP depletion luminescence;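 further: 0% = negative control wells and 100% = reference inhibitor with no enzyme activity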
hcGAS lum: Primary biochemical luminescence assay for human cyclic GMP-AMP synthase inhibitors | actives 0.081% (n = 290,000) | Q8N884 | inhibition, % at 12.5 µM | AID 1259398, 2018 | recombinant h-cGAS, ATP depletion, Kinase-Glo luminescence;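 further: 0% = vehicle reaction and 100% = reaction without DNA for no activity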
Target sequence (Q8N884 whole entry, looked up): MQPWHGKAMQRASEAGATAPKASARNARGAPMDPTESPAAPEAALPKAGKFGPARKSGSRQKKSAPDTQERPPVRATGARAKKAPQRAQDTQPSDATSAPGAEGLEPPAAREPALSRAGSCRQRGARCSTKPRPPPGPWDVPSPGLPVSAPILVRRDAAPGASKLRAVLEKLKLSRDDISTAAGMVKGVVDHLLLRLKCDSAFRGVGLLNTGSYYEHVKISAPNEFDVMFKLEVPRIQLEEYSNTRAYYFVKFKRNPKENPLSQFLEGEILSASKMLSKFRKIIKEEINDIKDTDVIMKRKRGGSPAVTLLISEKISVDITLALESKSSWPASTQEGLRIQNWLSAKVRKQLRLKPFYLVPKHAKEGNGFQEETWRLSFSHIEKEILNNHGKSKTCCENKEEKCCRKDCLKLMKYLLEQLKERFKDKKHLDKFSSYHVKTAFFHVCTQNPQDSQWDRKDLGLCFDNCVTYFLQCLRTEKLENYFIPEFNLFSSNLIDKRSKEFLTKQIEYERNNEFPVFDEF
NPYLR7 agonist: agonists of mosquito NPYLR7 receptor, primary screen, cell-based, Aedes aegypti, calcium fluorescence, mosquito biting behavior; activation, % at 10 µM; HEK293T NPYLR7/Galpha15, GCaMP6s calcium fluorescence; actives 0.15% (n = 270,000); AID 1259423, 2018; Aedes aegypti neuropeptide Y-like receptor 7 (NPYLR7); in the data active means activation above about 40%;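 further: 0% = vehicle and 100% = reference agonist at the receptor; some compounds past the cut are filed as inactive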
* = called active by the depositor; / = not tested or not shown. Unless noted, no stated cut-off is given here; in the data, active means inhibition above about 40%; inactive means the rest.

SMILES	mcGAS inh	hcGAS lum	NPYLR7 agonist
Cc1cc(N2CCN(C(=O)CC3C(=O)NCCN3Cc3ccccc3F)CC2)cc(C)n1 (stereo not given)	/	-5.5	10.0
CCN(CC)CCNc1nc(C)nc2c1sc1nc3c(cc12)COC(C)(C)C3	-4.3	-2.5	15.6
CN(Cc1ccc2ccccc2c1)C(=O)NCc1ccccc1F	-0.5	3.8	1.0
Cc1nc(SCC(=O)c2c(N)n(C)c(=O)n(C)c2=O)c2c3c(sc2n1)CCC3	/	-5.1	-4.4
CCN1CCN(c2ncc(-c3cc(=O)[nH]c(Nc4ccccc4)n3)c(C)n2)CC1	-7.1	-5.3	1.0
Cc1cc2oc(=O)cc(C)c2cc1NC(=O)C1CCOC1 (stereo not given)	4.9	1.1	-6.3
CCn1c(CCNC(=O)/C=C/c2cncc(F)c2)nc2ccccc21	/	4.8	4.7
COc1ccc(S(=O)(=O)Oc2cccc(CN(Cc3ccc(F)cc3)C(=O)Nc3ccccc3OC)c2)cc1	-5.6	-0.1	4.3
COc1cccc(CCNC(=O)c2cc3n(n2)CCCNC3)c1OC	/	-5.2	5.1
CSc1nc(NCc2ccco2)c2sc3c(c2n1)COC(C)(C)C3	/	-4.6	-2.5
CCOC(=O)c1c(NC(=O)CC2CC3CCC2C3)sc2c1CCC2 (stereo not given)	/	-2.5	2.1
COCC(C)NC(=O)Nc1cc(C(=O)OC)cc(F)c1C (stereo not given)	/	-3.2	-2.1
O=C(COc1ccccc1)NCC(=O)N1CCN(S(=O)(=O)c2ccc3c(c2)OCCO3)CC1	/	0.8	0.9
CCOc1ccc(Nc2nc(NCC(C)O)nc3c2cnn3-c2ccccc2)cc1 (stereo not given)	-8.5	-5.4	-1.6
Brc1ccc(COCc2ccccc2)cc1	/	3.6	-1.8
CCS(=O)(=O)Oc1ccc(Cl)cc1CN(CCOC)C(=O)C(C)C	-12.2	-9.3	/
COc1ccc(CNC(=O)C(C)(C)n2cc(-c3ccc(C)cc3C)cn2)cc1	-8.0	-4.9	-14.0
Cc1nc2c3ccccc3ncn2n1	/	-3.6	-7.3
Cc1nn2cc(CCNC(=O)C3CC4(CCNCC4)CN3C)nc2s1 (stereo not given)	-6.9	-13.3	/
CCn1c2ccccc2c2nnc(SCC(=O)NC(=O)NC)nc21	/	-14.5	13.3

Compounds above containing a halogen (seven):
SMILES	mcGAS inh	hcGAS lum	NPYLR7 agonist
Cc1cc(N2CCN(C(=O)CC3C(=O)NCCN3Cc3ccccc3F)CC2)cc(C)n1 (stereo not given)	/	-5.5	10.0
CN(Cc1ccc2ccccc2c1)C(=O)NCc1ccccc1F	-0.5	3.8	1.0
CCn1c(CCNC(=O)/C=C/c2cncc(F)c2)nc2ccccc21	/	4.8	4.7
COc1ccc(S(=O)(=O)Oc2cccc(CN(Cc3ccc(F)cc3)C(=O)Nc3ccccc3OC)c2)cc1	-5.6	-0.1	4.3
COCC(C)NC(=O)Nc1cc(C(=O)OC)cc(F)c1C (stereo not given)	/	-3.2	-2.1
Brc1ccc(COCc2ccccc2)cc1	/	3.6	-1.8
CCS(=O)(=O)Oc1ccc(Cl)cc1CN(CCOC)C(=O)C(C)C	-12.2	-9.3	/

The list goes on:
SMILES	mcGAS inh	hcGAS lum	NPYLR7 agonist
Cc1nc(C)c(CC(=O)N2CCCC(CNC(=O)c3ccco3)C2)s1 (stereo not given)	/	-2.1	-5.7
COc1cc(-c2nnc(COc3ccc(Cl)cc3Cl)o2)cc(OC)c1OC	/	-4.9	10.1
COCCN1C[C@H]2CN(C)c3ccccc3[C@@H]2N(C(=O)c2ccc(C)cc2)CCC1=O	-5.9	-8.8	5.9
O=C1CCC2(CCCO2)CCN1Cc1ccc(C(F)(F)F)nc1 (stereo not given)	-3.3	-2.1	/
CC(=O)c1cccc(C2=NOC(C)C(=O)N2Cc2ccc(S(C)(=O)=O)cc2)c1 (stereo not given)	/	-2.8	-0.4
CCOC(=O)C1CCN(S(=O)(=O)c2ccc3[nH]cc(C(=O)O)c(=O)c3c2)CC1	4.6	8.7	-2.7
O=C(NC(C1CC1)C1CC1)c1cnc2c(cnn2Cc2ccccc2)c1	-13.1	-2.3	0.7
Cc1ccc2c(C)c(C(=O)N3CCCC(Nc4ccc5c(c4)OCCO5)C3)oc2c1 (stereo not given)	-9.1	-6.5	5.4
CC(C)n1nccc1NC(=O)COC(=O)C1(c2cccc(F)c2)CCCC1	/	-2.2	1.0
CCSC1CCCCN(Cc2nc3ccccc3c(=O)[nH]2)C1 (stereo not given)	/	-3.6	-1.6
CC1Cc2ccccc2N1C(=O)c1cnc2c(cnn2C(C)C)c1 (stereo not given)	/	-10.2	1.6
Cc1ccc(-c2cc(C(=O)Nc3sc4c(c3C(N)=O)CCCC4)c3ccccc3n2)cc1	-4.0	-6.8	0.6
COc1ccc(CN(C(=O)CSCc2nc3scc(-c4cccs4)c3c(=O)[nH]2)C2CC2)cc1	2.1	0.3	6.0
CC(=O)NC1=NN(C(C)=O)C2(S1)C(=O)N(Cc1ccccc1)c1c(Cl)cccc12 (stereo not given)	-4.2	-1.2	0.1
CCCCN(CC(=O)Nc1cc(-c2ccccc2)nn1-c1ccc(Cl)cc1)S(=O)(=O)c1ccc(C(C)(C)C)cc1	-4.8	-6.8	14.7
Brc1ccc(-c2noc(-c3ccco3)n2)cc1	/	-9.0	3.8
O=C1CCC(CCC(=O)N2CCCC2c2ccc(F)cc2)(Cc2ccc(Cl)cc2)N1 (stereo not given)	-12.4	-8.1	4.2
O=C(c1cccc(F)c1)N1CCCC(OCc2cccc(C(F)(F)F)c2)C1 (stereo not given)	/	4.6	-5.8
CCCCn1c(SCc2ccc(-c3ccccc3C#N)cc2)n[nH]c1=O	/	-4.0	6.9
COc1cccc(OC)c1CNC(=O)C(C)n1cnc2ccccc21 (stereo not given)	-11.9	-8.5	/

Part of the list above, with bars between the fields.
molecule | mcGAS inh | hcGAS lum | NPYLR7 agonist
COCCN1C[C@H]2CN(C)c3ccccc3[C@@H]2N(C(=O)c2ccc(C)cc2)CCC1=O | -5.9 | -8.8 | 5.9
O=C1CCC2(CCCO2)CCN1Cc1ccc(C(F)(F)F)nc1 (stereo not given) | -3.3 | -2.1 | /
CC(=O)c1cccc(C2=NOC(C)C(=O)N2Cc2ccc(S(C)(=O)=O)cc2)c1 (stereo not given) | / | -2.8 | -0.4
CCOC(=O)C1CCN(S(=O)(=O)c2ccc3[nH]cc(C(=O)O)c(=O)c3c2)CC1 | 4.6 | 8.7 | -2.7
O=C(NC(C1CC1)C1CC1)c1cnc2c(cnn2Cc2ccccc2)c1 | -13.1 | -2.3 | 0.7

(next part)
SMILES	mcGAS inh	hcGAS lum	NPYLR7 agonist
CN(Cc1ccc2nonc2c1)Cc1nc(-c2cccs2)no1	/	-7.5	15.2
FC(F)(F)c1cc(-c2ccco2)nc(-n2nnc3ccccc32)n1	/	-8.2	10.9
COc1cccc(CN(C)C(=O)c2sc(=O)n(Cc3ccc(C(=O)N(C)C)cc3)c2C)c1	/	1.9	3.1
O=C(CSc1nc(O)cc(=O)[nH]1)Nc1ccccc1	-5.5	-2.9	13.1
COc1cccc(-c2ccc(NC(=O)C3CCCN(C(=O)c4cnsn4)C3)cc2)c1 (stereo not given)	/	-8.2	11.2
COc1cccc2c1CCCC2CCCN1CCN(C2CCCCC2)CC1 (stereo not given)	-9.4	-6.3	-1.9
COc1ccc(Br)cc1/C=C/C(=O)N(C)CCc1ccc(OC)c(OC)c1	/	-4.7	-7.0
COc1ccc(S(=O)(=O)NC(=O)C2(C)CCN2C(=O)C2(c3ccccc3)CCCC2)cc1OC (stereo not given)	/	-7.4	4.0
O=C(CSc1ccc(-c2cccc([N+](=O)[O-])c2)nn1)N1CCCCCC1	-7.3	-2.0	1.9
COc1cccc(CSc2nnc(C(C)NC(=O)c3cccc(C(F)(F)F)c3)n2-c2cc(Cl)ccc2Cl)c1 (stereo not given)	-2.3	1.4	6.8
CC(=O)Nc1ccc2nc(-c3c(-c4ccccc4)ncn3CCCO)ccc2c1	/	-1.3	1.1
COC(=O)CCn1cc([C@@H]2C[C@H](NC(C)=O)C[C@H](C3CCCCC3)O2)cn1	-15.5	-3.6	10.5
COC(=O)c1cc2n(n1)CCN(C(=O)c1ccc(C)[nH]c1=O)C2	-10.1	-6.2	15.5
CCC(C)N(Cc1cccc(C)c1)CC(O)COC(C)(C)C (stereo not given)	-2.2	1.0	10.5
O=C(CS(=O)c1ccccc1[N+](=O)[O-])Oc1ccc(Cl)cc1Cl (stereo not given)	/	2.9	2.2
CCc1nc2ccc(C(=O)NCCCN(C)C)cn2c1N(C)Cc1ccc(OC)cc1	-5.6	-2.0	-7.8
COc1cccc(-c2nnc(SCc3nc(C(=O)NCc4ccccn4)cs3)n2-c2ccccc2)c1	-5.5	-7.9	1.5
Oc1cccc(-c2cn(CCc3csc(-c4cccnc4)n3)nn2)c1	-8.1	-6.1	4.5
O=C(NC1CCCCCCC1)C1CCN(c2c(N3CCCC3)c(=O)c2=O)CC1	/	-7.1	2.7
Cc1cc(NC(=O)C2(C)CCN2C(=O)CC2CCCC2)no1 (stereo not given)	/	5.1	7.8
CC1CCCCC12NC(=O)N(CC(=O)NC(=O)NC(C)(C)C)C2=O (stereo not given)	/	-4.3	11.7
Cc1ccccc1CO[C@]1(C(=O)NCC2CCCO2)CC(OCc2cccc(Cl)c2)[C@@H]2OC(C)(C)O[C@@H]2C1 (stereo not given in full)	0.4	6.0	-0.6
O=C(CN1C(=O)C(=O)N(C2CCCC2)C1=O)N1CCN(C(=O)c2cccs2)CC1	-5.4	-8.3	-2.2
COc1cc(O)ccc1-c1nccn1CCCn1nnc2ccccc21	-12.5	-4.4	6.6
Cc1ccc(NC(=O)N2CC(=O)N3CCc4ccc(Cl)cc4C3C2)cc1 (stereo not given)	0.2	1.5	-8.8
Cc1nc(NC(=O)COc2ccccc2F)sc1C	-2.5	0.3	-5.4
Cc1ccc(Cc2nc(N3CCCN(C(=O)c4cccs4)CC3)c3c(-c4cccnc4)noc3n2)cc1	-5.5	-5.1	12.7
CCCCSc1nnc2n1CCN2c1ccccc1	-8.5	-7.4	9.3
C(=C\c1ccccc1)/CN1CCN(c2ncnc3c2cnn3-c2ccccc2)CC1	-3.6	-1.8	5.2
Cc1cc(Oc2cc(N3CCN(S(=O)(=O)c4ccccc4)C(C)C3)ncn2)ccc1Cl (stereo not given)	-4.1	-4.5	-7.0
CNc1ccc(-c2cc(OC)ccc2OC)cn1	/	-12.7	4.2
COc1ccccc1OC1CCN(C(=O)Cn2nnnc2CN(C)C(C)C)CC1	/	-2.5	-4.7
Cc1ccccc1C(=O)N1CCN(C(c2ccccc2)c2ccc(Cl)cc2)CC1 (stereo not given)	-7.0	-7.4	-2.1
Cc1nn(CC(=O)Nc2ccon2)c(C)c1[N+](=O)[O-]	/	-0.2	-15.0
Cc1cc[n+](C2=C(c3c(C)[nH]n(-c4ccccc4)c3=O)C(=O)N(c3cccc(Cl)c3)C2=O)cc1	-9.4	-15.9	-3.8
c1cncc(CN(Cc2ccc3nsnc3c2)CC2CCCN(C3CCCCC3)C2)c1 (stereo not given)	-8.7	-4.3	0.2
CCC(C)NC(=O)COC(=O)c1cc(C)cc(C)c1 (stereo not given)	/	-4.9	-3.5
CCOc1ccc(-n2c(=O)[nH]c3c(C(N)=O)nc(C(CC)CC)nc32)cc1	/	-2.4	10.4
NC(=O)c1cccc(CC2CCN(C(=O)C3CCS(=O)(=O)CC3)C2)c1 (stereo not given)	/	-5.1	10.1
C=CCn1cc(-c2c(-c3ccccc3)ncn2CC(O)c2ccccc2)cn1 (stereo not given)	-13.1	-7.0	-2.6
Cc1ccc(S(=O)(=O)N(CCC(C)C)Cc2c(-c3ccccc3F)noc2N2CCOCC2)cc1	0.0	2.4	-2.7
O=C(Nc1ccc(OC(F)(F)F)cc1)C(=O)Nc1ccccc1[N+](=O)[O-]	/	7.4	-2.0
O=c1nc(SCc2cccnc2)c2c(n1CCO)CCCC2	0.3	-1.3	-12.3
COc1ccc(-n2c(NN)nc3c(c2=O)C2(CCCC2)Cc2ccccc2-3)cc1	-4.0	-9.5	7.5

Record cards, from the list above. Order of screens: mcGAS inh	hcGAS lum	NPYLR7 agonist
Listed for Cc1ccc(S(=O)(=O)N(CCC(C)C)Cc2c(-c3ccccc3F)noc2N2CCOCC2)cc1 = 0.0	2.4	-2.7
Listed for COc1ccc(-n2c(NN)nc3c(c2=O)C2(CCCC2)Cc2ccccc2-3)cc1 = -4.0	-9.5	7.5
Listed for O=c1nc(SCc2cccnc2)c2c(n1CCO)CCCC2 = 0.3	-1.3	-12.3
Listed for O=C(Nc1ccc(OC(F)(F)F)cc1)C(=O)Nc1ccccc1[N+](=O)[O-] = /	7.4	-2.0

Compound activity from PubChem.
